# Screens from PubChem BioAssay.
# G9a inh: blocks human histone lysine methyltransferase G9a; Q96KQ7; AID 504332; Potency, µM (top dose mostly 102 µM), inactives show at the highest dose activity, negative = inhibition, hits mostly inhibitors; G9a H3K9 monomethylation, AlphaScreen, 2 h; actives 8.8% (n = 350,000); further: potency means the concentration at half of the fitted maximal effect; on the % scale 0 is the no-effect control and ±100 the full control effect; nearly all actives have a fitted effect of over 75% in size
#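 Chemiluminescent proximity detection of H3K9 monomethylation, read after 10 min bead incubation in the dark. Reaction: 20 nM G9a, 500 nM biotin-H3K9 peptide, 20 uM SAM cofactor, 2 h, room temperature, following 15 min enzyme-compound preincubation.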
# ALOX12 inh: inhibitors of human 12S-lipoxygenase ALOX12; purified 12hLO, xylenol orange hydroperoxide absorbance; Potency, µM (doses to about 108 µM), without a hit: at the top dose activity change, negative = inhibition, usual class: inhibitors; actives 1.1% (n = 580,000); P18054; further: potency means the concentration at half of the fitted maximal effect; on the % scale 0 is the no-effect control and ±100 the full control effect
#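 Purified human 12hLO at 150 nM in 25 mM Hepes, 0.01% Triton X-100, pH 7.0, preincubated 15 min at room temperature with compound. Reaction started with 40 uM arachidonic acid, 30 min at room temperature. Hydroperoxide measured by Fe-xylenol orange, 573/405 nm absorbance ratio.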
# ERG Ets-DNA blk: ERG Ets/DNA interaction inhibition; P11308; fluorescence polarization, His-ERG Ets domain / labelled DNA; Potency, µM (doses to about 76.9 µM), for inactives: at the highest dose FP activity, negative = inhibition, hits mostly inhibitors; actives 0.028% (n = 370,000); active means well fitted inhibition curve with a large enough effect in the polarisation, with a control signal flat; inconclusive means small, poorly fitted or top-dose-only effect, or effect the other way, or a change in a side signal; inactive means no such curve, though single readings can be large or run the other way; the % refers to the polarisation;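 further: polarization taken with two DNA probes labelled with fluorescein and Texas red; potency means the concentration at half of the fitted maximal effect; % of control where 0% means no effect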
#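 His-tagged ERG Ets domain (1 uM in the protein solution; 300mM KCl, 50mM Tris-HCl, 1mM EDTA, 1mM DTT, pH 7.5) received compound, then a probe mix of 5 nM fluorescein-DNA and 100nM Texas-615-DNA. Fluorescence polarization was read for both dyes.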
# GLS inhibitor: inhibitors of human glutaminase (GLS); GLS enzymatic activity, qHTS titration; Potency, µM (highest dose often 45.5 µM), inactives show top-dose activity change, negative = inhibition, actives largely listed as inhibitors; actives 0.21% (n = 410,000); AID 624170; further: potency means the concentration at half of the fitted maximal effect; on the % scale 0 is the no-effect control and ±100 the full control effect
# Target sequence (O94925 whole entry, looked up): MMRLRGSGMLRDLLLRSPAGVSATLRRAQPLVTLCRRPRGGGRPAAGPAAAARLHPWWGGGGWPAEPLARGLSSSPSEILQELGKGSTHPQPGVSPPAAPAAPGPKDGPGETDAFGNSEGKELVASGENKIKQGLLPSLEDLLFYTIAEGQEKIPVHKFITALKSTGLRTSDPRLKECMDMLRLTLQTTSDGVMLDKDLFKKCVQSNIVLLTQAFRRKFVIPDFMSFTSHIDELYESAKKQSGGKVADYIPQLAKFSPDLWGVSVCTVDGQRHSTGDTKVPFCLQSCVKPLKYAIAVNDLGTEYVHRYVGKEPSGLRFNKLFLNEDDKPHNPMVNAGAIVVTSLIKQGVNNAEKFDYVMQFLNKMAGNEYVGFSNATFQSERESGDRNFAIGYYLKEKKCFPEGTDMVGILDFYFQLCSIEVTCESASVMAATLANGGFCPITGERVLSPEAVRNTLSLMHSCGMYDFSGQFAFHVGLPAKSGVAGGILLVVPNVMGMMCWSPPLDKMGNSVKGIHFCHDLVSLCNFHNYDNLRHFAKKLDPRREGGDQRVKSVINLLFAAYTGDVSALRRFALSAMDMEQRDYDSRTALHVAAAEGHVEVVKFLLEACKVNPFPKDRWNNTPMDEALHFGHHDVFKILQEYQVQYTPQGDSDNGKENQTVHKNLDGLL
#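 hKGA; 45 mM KH2PO4 pH 8.2 + 0.02% Tween-20; cpd via pin tool; 1 mM Gln soln; GluOx/HRP/Amplex Red; RT 30 min; fluor. t0 & final.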
# HP1b binding inh: blocks HP1-beta chromodomain binding to methylated histone tails; P83916; AlphaScreen HP1-beta / biotin-H3K9me3 peptide binding; Potency, µM (titrated, usually from 114 µM), without a hit: at the top dose activity change, negative = inhibition, most hits filed as inhibitors; actives 0.56% (n = 390,000); further: potency means the concentration at half of the fitted maximal effect; nearly all actives have a fitted effect of over 70% in size; inactives centre near 23
# Target sequence (P83916 whole entry, looked up): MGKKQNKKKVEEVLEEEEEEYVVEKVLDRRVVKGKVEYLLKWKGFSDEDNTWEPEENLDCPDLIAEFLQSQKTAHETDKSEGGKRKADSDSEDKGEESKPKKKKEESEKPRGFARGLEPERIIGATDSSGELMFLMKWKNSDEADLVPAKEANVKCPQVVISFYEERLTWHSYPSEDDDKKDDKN
#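 Compound inhibition of the preformed complex between 50 nM HP1-beta and 50 nM biotinylated H3K9me3 peptide was read by AlphaScreen. Buffer was PBS pH 7.4 with 0.01% Tween-20. Incubations ran 30 min at room temperature, with 10 ug/mL donor/acceptor beads.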
# JMJD2A Tudor inh: JMJD2A Tudor domain (human) inhibition; AID 504339; actives 4.4% (n = 390,000); O75164; Potency, µM (titrated, usually from 114 µM), for the others: at the top dose activity change, negative = inhibition, actives largely listed as inhibitors; AlphaScreen JMJD2A-Tudor / H3K4me3 peptide binding; further: potency means the concentration at half of the fitted maximal effect; on the % scale 0 is the no-effect control and ±100 the full control effect; nearly all actives have a fitted effect of over 50% in size
# RGS4 inh: inhibitors of human regulator of G protein signaling 4 | Transcreener GDP fluorescence polarization, RGS4-accelerated GTP hydrolysis | AID 504845 | actives 0.039% (n = 390,000) | Potency, µM (highest dose often 114 µM), for the others: top-dose activity change, negative = inhibition, actives largely listed as inhibitors; further: potency means the concentration at half of the fitted maximal effect; on the % scale 0 is the no-effect control and ±100 the full control effect; nearly all actives have a fitted effect of over 75% in size; some results filed as inactive show a strong effect at the top dose
# Target sequence (P49798 whole entry, looked up): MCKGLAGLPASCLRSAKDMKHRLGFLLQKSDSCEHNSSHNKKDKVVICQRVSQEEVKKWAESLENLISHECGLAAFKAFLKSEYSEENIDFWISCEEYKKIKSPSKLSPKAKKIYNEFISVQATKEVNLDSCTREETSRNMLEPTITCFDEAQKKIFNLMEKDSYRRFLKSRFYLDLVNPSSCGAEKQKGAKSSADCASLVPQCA
#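 MLSMR compounds (23 nl, pin-transferred) preincubated 10 min at room temperature with a 500nM (2x) first reagent, then RGS4 at 900nM (2x) plus Transcreener GDP mix added; fluorescence polarization (620/688 nm) read before and after 90 min at 30 °C.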
# PI4K2A block: PI4K2A (human) kinase inhibition; activity change, negative = inhibition, % at 76.9 µM; actives 0.13% (n = 420,000); purified PI4K2A, ADP-Glo luminescence, 1 h; stronger effect = lower value; Q9BTU6; in the data active means activity change below about -50%; inconclusive means mostly about -30% to -49%;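 further: -100% = wells without enzyme as full effect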
#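 Compounds are screened against recombinant PI4K2A using PI as substrate and ATP, the latter dispensed at 300 microM. Reactions run one hour at ambient temperature before ADP-Glo detection; full inhibition defined by wells lacking enzyme.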
# BAZ2B block: BAZ2B (human) inhibition. actives 4.4% (n = 360,000). AlphaScreen BAZ2B-H3K14Ac peptide displacement. AID 504333. Q9UIF8. Potency, µM (titrated, usually from 114 µM), inactives show at the top dose activity change, negative = inhibition, hits mostly inhibitors; further: potency means the concentration at half of the fitted maximal effect; on the % scale 0 is the no-effect control and ±100 the full control effect; nearly all actives have a fitted effect of over 60% in size
#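 BAZ2B 50 nM plus b-H3(5-23)K14Ac 50 nM, PBS pH 7.4/0.01% Tween-20, 30 min RT; compound added (max 110 uM), 30 min RT; streptavidin donor/Ni-chelate acceptor beads 10 ug/mL final, 20 min dark; AlphaScreen read.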
# Active calls of the source: *; ? = inconclusive; . = no result given; & = joins results of further samples; [ ] = another dose, or the depositor's remark. Unless noted, the call rests on the fitted dose curve; in most records, active means well fitted curve in the direction sought with a large enough effect; inconclusive means small, poorly fitted or top-dose-only effect, or another doubt; inactive means no such curve, though single readings can be large; an effect the other way counts as inactive or inconclusive. Some of the compounds tested, so the mix of outcomes need not match the whole.
SMILES,G9a inh,ALOX12 inh,ERG Ets-DNA blk,GLS inhibitor,HP1b binding inh,JMJD2A Tudor inh,RGS4 inh,PI4K2A block,BAZ2B block
C[C@H](NC(=O)c1nc[nH]c1C(=O)N[C@@H](C)C(=O)OCc1ccccc1)C(=O)OCc1ccccc1,-27%,10%,-1%,-3%,49%[activator],-32%,-11%,-2,-11%
COCCn1c(-c2ccc(Cl)cc2Cl)nc2c(c(=O)c3ccccc3n2C)c1=O,4%[59 µM],-11%,4%,-1%,44%[activator],-12%,-1%,1,6%
CC(C)c1ccc(OCC(=O)Nc2ccc3oc(=O)ccc3c2)cc1,-10%,8%&-15%,-3%,-1%,13%,-13%,-14%,4,4%
COc1ccc(NC(=O)CN(C)C(=O)c2c(C)nn(Cc3ccccc3)c2C)cc1,-45%[0.501 µM],5%,71%[activator],4%,19%,5%,-2%,2,4%
COc1ccc(C2=NN(C(=O)c3ccc(Cl)c([N+](=O)[O-])c3)C(c3ccccc3)C2)cc1 (stereo unspecified),-28%,-5%,-12%,3%,20%,-34%,7%[11.4 µM],2,-38%
COC(=O)c1cccn(CC(=O)c2ccc(Cl)cc2Cl)c1=O,2%,-6%,11%,0%,19%,-8%,-2%,6,-25%
CCCSc1ncc(Cl)c(C(=O)Nc2c(C(=O)Nc3ccc(OC)cc3)oc3ccccc23)n1,-4%[59 µM],-19%,-1%,0%,31%,-7%,-8%,-1,1%
Cc1ccccc1N1C(=O)C(Cc2ccc(F)cc2)S/C1=C(\C#N)C(N)=O (stereo unspecified),.,2%,0%,0%,25%,-8%,-11%,0,0%
COc1ccc(Cn2nnnc2C(c2ccc(N(C)C)cc2)N2CCC(C(N)=O)CC2)cc1 (stereo unspecified),13µM*,-11%,-10%,7%,?,?,-9%,2,50µM*
O=C(NCC1CCCO1)c1cc([N+](=O)[O-])ccc1N1CCC(Cc2ccccc2)CC1 (stereo unspecified),2%[12.7 µM],12%,3%,-7%,-10%,?,-39%,4,-28%
CCC1(c2ccccc2)ON(c2c(Br)cccc2Br)C1=O (stereo unspecified),-19%[2.33 µM],-11%,5%,3%,92%[activator],34%,-5%,-1,4%
CC(=O)NC1CC(C)(C)N(OC(C)=O)C(C)(C)C1,-7%[59 µM],0%,-11%,0%,27%,-4%,-30%,6,-2%
OC(COc1ccccc1)CN1CCN(C(c2ccccc2)c2ccccc2)CC1 (stereo unspecified),11%,-30%,-2%,2%,9%,-33%,20%,0,?
Cc1cccc(N(C)C(=O)CN(C)S(=O)(=O)c2ccc3c(c2)c(=O)n(C)c(=O)n3C)c1,52%,0%,10%,-2%,37%,-11%,-2%[11.4 µM],-3,-5%
O=C(CCSCc1cnn(-c2ccccc2)c1-n1cccc1)NCc1ccccc1F,?,-25%,12%,8%,33%,-3%,-6%,-3,-3%

# Laid out differently: entries from further up.
# Below each compound: G9a inh | ALOX12 inh | ERG Ets-DNA blk | GLS inhibitor | HP1b binding inh | JMJD2A Tudor inh | RGS4 inh | PI4K2A block | BAZ2B block
CCCSc1ncc(Cl)c(C(=O)Nc2c(C(=O)Nc3ccc(OC)cc3)oc3ccccc23)n1
→ -4%[59 µM] | -19% | -1% | 0% | 31% | -7% | -8% | -1 | 1%
Cc1ccccc1N1C(=O)C(Cc2ccc(F)cc2)S/C1=C(\C#N)C(N)=O (stereo unspecified)
→ . | 2% | 0% | 0% | 25% | -8% | -11% | 0 | 0%
COc1ccc(Cn2nnnc2C(c2ccc(N(C)C)cc2)N2CCC(C(N)=O)CC2)cc1 (stereo unspecified)
→ 13µM* | -11% | -10% | 7% | ? | ? | -9% | 2 | 50µM*
O=C(NCC1CCCO1)c1cc([N+](=O)[O-])ccc1N1CCC(Cc2ccccc2)CC1 (stereo unspecified)
→ 2%[12.7 µM] | 12% | 3% | -7% | -10% | ? | -39% | 4 | -28%

# Shown as a hit in BAZ2B block, among the entries above:
SMILES,G9a inh,ALOX12 inh,ERG Ets-DNA blk,GLS inhibitor,HP1b binding inh,JMJD2A Tudor inh,RGS4 inh,PI4K2A block,BAZ2B block
COc1ccc(Cn2nnnc2C(c2ccc(N(C)C)cc2)N2CCC(C(N)=O)CC2)cc1 (stereo unspecified),13µM*,-11%,-10%,7%,?,?,-9%,2,50µM*

# Additional compounds:
SMILES,G9a inh,ALOX12 inh,ERG Ets-DNA blk,GLS inhibitor,HP1b binding inh,JMJD2A Tudor inh,RGS4 inh,PI4K2A block,BAZ2B block
CC1(C)C[C@@H]2C[C@@](C)(CN2C(=O)c2ccccc2)C1,5%,0%,-11%,2%,22%,-14%,15%,5,-1%
COc1ccc(NS(=O)(=O)c2ccc(NC(C)=O)cc2)cc1OC,-48%[59 µM],1%,-2%,32%[activator],26%,-13%,-3%,3,-4%
CC(C(=O)NC1CCCCC1)N1C(=O)c2cccc3cccc1c23 (stereo unspecified),.,-3%,-16%,-10%,75%[activator],30%,7%,-1,26%
N#CCC1c2ccccc2CCN1C(=O)Nc1ccc(Cl)cc1 (stereo unspecified),30%[59 µM],-24%,6%,2%,29%,4%,8%,4,10%
O=C(Cc1cccs1)Nc1nnc(CCc2ccccc2)s1,-8%[12.7 µM],-7%,-10%,-3%,23%,?,-20%,-1,-39%
CC(C)C(NS(=O)(=O)c1c(Cl)cccc1Cl)C(=O)OCC(=O)c1c[nH]c2ccccc12 (stereo unspecified),-5%[59 µM],-15%,0%,1%,15%,-30%,-3%,-4,1%
Cc1sc2ncnc(NCC(C)(C)N3CCOCC3)c2c1C,7%[59 µM],7%,-2%,34%,19%,-16%,-47%,1,-5%
CCOc1ccc(S(=O)(=O)NC(C)C(=O)NCc2ccccn2)cc1 (stereo unspecified),-8%,0%,7%,-1%,58%[activator],2%,5%,-1,0%
CCCCN(CC)C(=O)Cc1cn(C)c2ccccc12,2%,0%,-4%,2%,47%[activator],-6%,31%,5,0%
CC1CCC(NC(=O)c2nn(C)c3c2CS(=O)(=O)c2ccccc2-3)CC1 (stereo unspecified),10%,-1%,9%,5%,28%,4%,61%[activator],-3,-3%
O=C1NC(=O)/C(=C\c2cn(CC(=O)N3CCOCC3)c3ccccc23)S1,37%,-29%,-1%,13%,71%[activator],-8%,-1%,-1,0%
Cc1ccc(CNc2cc(C(=O)O)ccc2Cl)s1,?,26%,10%,0%,36%,-13%,-36%,2,-5%
COc1ccc(OC)c(NC(=O)CSC2=Nc3ccccc3C3=NC(CC(=O)NCc4ccc(F)cc4)C(=O)N23)c1 (stereo unspecified),-4%[59 µM],4%,5%,8%,-3%,?,6%,3,-32%
CCC(C)NC(=O)Cn1c(=O)n(-c2cc(OC)cc(OC)c2)c(=O)c2ccccc21 (stereo unspecified),-1%[59 µM],-18%,-3%,-1%,38%,-9%,-50%,0,4%
COc1cccc(CNC(=O)Cc2csc(NC(=O)Nc3ccccc3OC)n2)c1,?,8%,-1%,7%,16%,-26%,8%,-3,-33%
c1ccc2[nH]c(N3CCOCC3)nc2c1,5%,0%,-2%,17%,12%,-4%,23%,-5,14%
COc1cccc(CNc2ccc3c(c2)CCC3)c1,14µM*,?,.,7%,-14%,?,7%,0,?
O=C(c1cc(Cl)nc2ccccc12)N1CCN(S(=O)(=O)c2cccc(C(F)(F)F)c2)CC1,4%,20%,7%,2%,1%,-16%,-13%,-3,13%
CN1CCN(CCc2nc3cc(NC(=O)COc4ccc(Cl)cc4)ccc3n2C)CC1,45%,5%,18%,1%,62%[activator],-19%,6%[11.4 µM],-2,-23%
CC(C)C1NCCc2c1sc1ccccc21 (stereo unspecified),.,4%,4%,10%,44%[activator],2%,-16%,-1,.
CCN1CCN(CC(=O)Nc2ccccc2)C(=O)C1=O,12%,-5%,-9%,-4%,32%,-14%,-5%,2,11%
Fc1cccc(F)c1-n1c(CN2CCCC2)csc1=S,-38%,-9%,-2%,5%,11%,-20%,17%,0,-26%
Cc1nc2oc3ccc(Cl)cc3c(=O)c2cc1C(=O)O,-20%,.,3%,-6%,21%,-5%,-17%,?,-15%
COc1ccc(NC(=O)CN2C(=O)CC(C)S(=O)(=O)c3ccccc32)cc1 (stereo unspecified),.,7%,-8%,0%,27%,-1%,6%,-2,-13%
CCOC(=O)c1cc(CC)sc1NC(=O)c1ccc2c(c1)OCCO2,7%[12.7 µM],-23%,4%,42%[activator],74%[activator],-1%[11.4 µM],-28%[11.4 µM],-14,44%[activator]
CC(=O)c1c(-c2ccccc2)[nH]c2ccccc12,0%[0.501 µM],0%,-1%,2%,47%[activator],-6%,19%,6,-5%
Cn1c(SCC(=O)Nc2cc(Cl)cc(Cl)c2)nnc1-c1ccc2nonc2c1,-5%,?,0%,4%,11%,-25%,0%,4,20%

# Exported with bars between the fields: part of the list above
mol | G9a inh | ALOX12 inh | ERG Ets-DNA blk | GLS inhibitor | HP1b binding inh | JMJD2A Tudor inh | RGS4 inh | PI4K2A block | BAZ2B block
CN1CCN(CCc2nc3cc(NC(=O)COc4ccc(Cl)cc4)ccc3n2C)CC1 | 45% | 5% | 18% | 1% | 62%[activator] | -19% | 6%[11.4 µM] | -2 | -23%
CC(C)C1NCCc2c1sc1ccccc21 (stereo unspecified) | . | 4% | 4% | 10% | 44%[activator] | 2% | -16% | -1 | .
